Screening results (PubChem)
CTSL1 counter: cathepsin L1 inhibition, PFM18AAP counter-screen; recombinant F. hepatica cathepsin L1, Z-Leu-Arg-MCA fluorescence; inhibition, % at 5.96 µM; hit rate 0.49% among 300,000; AID 1906;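 active = inhibition above the mean of all tested compounds plus 3 SD, set per screening campaign, cut at about 17% in these data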;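 note: 0% = plate median of test compound wells and 100% = 1 µM Z-Phe-Ala-diazomethylketone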
Efflux pump inh: blocks antifungal efflux pumps in multiplex yeast assay; hit rate 0.44% among 330,000; inhibition, % at 10 µM; S. cerevisiae Candida pump triplex, Nile Red efflux; AID 485275;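 active = plate passing quality check with inhibition over a set limit, or well fluorescence over plate mean plus 4 SD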;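 note: Nile Red retained in pooled yeast measured as flow cytometry median fluorescence; 0% = buffer negative control and 100% = Enniatin B positive control; higher means more Nile Red kept so more efflux inhibition; some compounds called inactive have numbers as strong as hits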
PP1 inh: counter-screen for PP5 inhibitors: inhibitors of human PP1-alpha | purified PP1alpha, OMFP fluorescence | P62136 | hit rate 0.9% among 320,000 | inhibition, % at 6.7 µM | AID 2235;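 active = inhibition above the mean inhibition of all tested compounds plus 3 SD, computed separately for each screening campaign, cut at about 15% in these data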
Target sequence (P62136 whole entry, looked up): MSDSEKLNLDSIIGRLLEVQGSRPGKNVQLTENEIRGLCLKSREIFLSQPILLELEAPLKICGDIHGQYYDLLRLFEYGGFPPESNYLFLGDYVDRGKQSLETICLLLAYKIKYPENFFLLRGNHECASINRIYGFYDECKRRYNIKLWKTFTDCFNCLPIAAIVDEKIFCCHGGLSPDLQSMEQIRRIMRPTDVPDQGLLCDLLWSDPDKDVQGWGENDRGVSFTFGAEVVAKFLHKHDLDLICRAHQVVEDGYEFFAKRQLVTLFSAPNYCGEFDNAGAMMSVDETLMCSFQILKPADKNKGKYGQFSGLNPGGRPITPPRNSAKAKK
TPT1 inh: C. albicans TPT1 enzyme inhibition. recombinant caTPT1, FP RNA substrate dephosphorylation. inhibition, % at 5 µM. hit rate 0.81% among 300,000;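 active = inhibition above the mean of all tested compounds plus 3 SD, set per screening campaign, cut at about 24% in these data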;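 note: plate controls were DMSO alone for no effect and ferristatin control at 100 nM for full effect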
PP5 primary: blocks human protein phosphatase 5 activity | hit rate 0.18% among 320,000 | P53041 | AID 1987 | purified PP5c, OMFP substrate fluorescence | inhibition, % at 6.7 µM;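 active = inhibition above the campaign's mean inhibition across all tested compounds plus 3 SD, cut at about 9.5% in these data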;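 note: 0% = DMSO only and 100% = 100 µM cantharidin control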
LYPLA2 counter: blocks human lysophospholipase 2, a PME1 counter-screen | O95372 | recombinant LYPLA2, FP-Rh probe fluorescence polarization | inhibition, % at 5.9 µM | hit rate 0.38% among 320,000;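 active = inhibition above the screen-wide mean plus 3 SD, limit set per campaign, cut at about 26% in these data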;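 note: 0% = LYPLA2 with DMSO and 100% = wells lacking LYPLA2 enzyme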
Target sequence (O95372 whole entry, looked up): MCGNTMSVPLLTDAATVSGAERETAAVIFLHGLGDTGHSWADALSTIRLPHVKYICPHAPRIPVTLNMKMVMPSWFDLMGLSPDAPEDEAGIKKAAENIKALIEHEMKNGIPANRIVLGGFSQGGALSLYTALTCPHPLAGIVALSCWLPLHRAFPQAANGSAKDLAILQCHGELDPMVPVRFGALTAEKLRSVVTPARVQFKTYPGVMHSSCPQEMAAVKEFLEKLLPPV
JMJD2C inh: blocks human GASC-1 demethylase activity. Q9H3R0. GST-JMJD2C(1-420) H3K9me3 demethylation, DELFIA europium. inhibition, % at 2.35 µM. hit rate 0.069% among 330,000;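 active = more than half of a compound's replicate wells show inhibition beyond 50%, single wells judged on their own value; inconclusive = some, but no more than half, of replicates pass 50% inhibition; inactive = no replicate passes 50% inhibition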;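 note: signal counts dimethyl H3K9 product captured on neutravidin plate; 0% = median of DMSO wells and 100% = 0.3 times that DMSO median; strong numbers were not always called active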
Target sequence (Q9H3R0 1-420 limits assumed): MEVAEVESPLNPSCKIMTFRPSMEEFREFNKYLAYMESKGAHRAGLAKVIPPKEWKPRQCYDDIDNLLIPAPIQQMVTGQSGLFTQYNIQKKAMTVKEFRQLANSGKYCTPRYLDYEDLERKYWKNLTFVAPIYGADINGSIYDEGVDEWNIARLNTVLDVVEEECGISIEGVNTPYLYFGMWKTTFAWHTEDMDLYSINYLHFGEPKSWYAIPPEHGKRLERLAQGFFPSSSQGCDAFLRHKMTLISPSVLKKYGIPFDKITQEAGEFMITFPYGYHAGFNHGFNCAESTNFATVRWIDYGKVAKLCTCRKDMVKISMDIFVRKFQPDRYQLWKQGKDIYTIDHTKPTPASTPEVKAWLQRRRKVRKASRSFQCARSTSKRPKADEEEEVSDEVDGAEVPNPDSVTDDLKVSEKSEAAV
HCV core dimer: blocks dimerization of HCV core protein; TR-FRET GST/Flag-core106 dimerization, 1536-well; inhibition, % at 5 µM; hit rate 0.33% among 300,000;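 active = inhibition above the mean of all tested compounds plus 3 SD, set per screening campaign, cut at about 45% in these data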
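Material: Tagged HCV core106 pair (GST and Flag) | Amount: GST-core106 13.5 nM, Flag-core106 17 nM | Medium: KF-containing HEPES buffer, pH 7.45, DTT, CHAPS, BSA | Reagent: Eu donor and XL665 acceptor anti-tag antibodies | Schedule: 4 h at 22.5 °C | Technique: Time-resolved FRET, ex 340 nm, em 617 and 671 nm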
PREPL inh: human PREPL enzyme inhibition; recombinant PREPL, fluorescence polarization activity-based probe; inhibition, % at 5.96 µM; hit rate 0.68% among 320,000; AID 2751; in the data active = inhibition above about 43%;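 note: 0% = enzyme with DMSO and 100% = wells lacking enzyme; many of its hits are not listed in these tables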
Starred values were filed as active, the others as inactive; u = inconclusive; x = no result given. The list is partial (hit frequency here may not be typical).

| Molecule | LYPLA2 counter | CTSL1 counter | Efflux pump inh | JMJD2C inh | TPT1 inh | PREPL inh | HCV core dimer | PP5 primary | PP1 inh |
| --- | --- | --- | --- | --- | --- | --- | --- | --- | --- |
| CC(C)CCOP(=O)(c1ccc(N(C)C)cc1)C(O)c1ccccc1 (stereo not given) | -5 | -2 | 0.1 | 3 | -1 | -14 | 6 | -0.2 | -2 |
| CN(C)S(=O)(=O)c1ccc(Cl)c(NC(=O)CSc2nc3c(cc2C#N)C(=O)CCC3)c1 | 2 | 4 | -0.1 | -11 | 0 | 2 | -1 | 0.6 | -1 |
| CCCCN(C)C(=O)c1coc(=O)c2ccccc12 | -4 | 1 | -0.1 | -6 | -3 | -2 | -4 | 1.0 | -2 |
| Cc1ccc(OCc2cc(C(=O)NC(C)Cc3cccnc3)no2)cc1C (stereo not given) | 17 | 3 | 0.1 | 8 | -2 | 4 | -7 | 1.7 | 0 |
| CCNC(=S)NNC(=O)Nc1ccccc1 | -1 | 2 | -0.2 | 10 | 0 | 18 | 3 | -1.9 | -3 |
| COc1ccc(N(Cc2cc(=O)[nH]c3ccccc23)C(=O)CCl)cc1 | -6 | 4 | 0.4 | 13 | 4 | 9 | 11 | 1.5 | -3 |
| Cc1cccc(C)c1NC1=C(Cl)C(=O)OC1OC(C)C (stereo not given) | 7 | 4 | -0.3 | 5 | -1 | 24 | -9 | -1.6 | -1 |
| Cc1noc(C)c1COc1ccccc1C(=O)NC1CCC(C)CC1 (stereo not given) | 6 | 1 | -1.2 | 6 | -3 | 17 | -2 | 0.4 | 0 |
| CCCC(=O)Nc1c(C(=O)OCC)oc2ccccc12 | 1 | -2 | 0.0 | -1 | 0 | 4 | -2 | -0.9 | -1 |
| Cc1c(OCC(=O)OC(C)C)ccc2c3c(c(=O)oc12)CCC3 | 7 | 9 | -0.1 | 19 | -14 | 22 | 6 | -0.6 | 5 |
| CC(C)(C)Sc1ccccc1S(=O)(=O)C(C)(C)C | 4 | -19 | 0.0 | 3 | -3 | -1 | 1 | 0.4 | -6 |
| O=C(Nc1cccn(Cc2c(Cl)cccc2Cl)c1=O)c1ccc(Cl)cc1 | 7 | 4 | 0.0 | -8 | -3 | 4 | -2 | 1.8 | -2 |

The last 5 compounds of the section above lead into the next.
| Molecule | LYPLA2 counter | CTSL1 counter | Efflux pump inh | JMJD2C inh | TPT1 inh | PREPL inh | HCV core dimer | PP5 primary | PP1 inh |
| --- | --- | --- | --- | --- | --- | --- | --- | --- | --- |
| Cc1noc(C)c1COc1ccccc1C(=O)NC1CCC(C)CC1 (stereo not given) | 6 | 1 | -1.2 | 6 | -3 | 17 | -2 | 0.4 | 0 |
| CCCC(=O)Nc1c(C(=O)OCC)oc2ccccc12 | 1 | -2 | 0.0 | -1 | 0 | 4 | -2 | -0.9 | -1 |
| Cc1c(OCC(=O)OC(C)C)ccc2c3c(c(=O)oc12)CCC3 | 7 | 9 | -0.1 | 19 | -14 | 22 | 6 | -0.6 | 5 |
| CC(C)(C)Sc1ccccc1S(=O)(=O)C(C)(C)C | 4 | -19 | 0.0 | 3 | -3 | -1 | 1 | 0.4 | -6 |
| O=C(Nc1cccn(Cc2c(Cl)cccc2Cl)c1=O)c1ccc(Cl)cc1 | 7 | 4 | 0.0 | -8 | -3 | 4 | -2 | 1.8 | -2 |
| CN1CCN(C(=O)c2cccn(Cc3cccc(Cl)c3)c2=O)CC1 | 5 | 3 | 0.0 | 1 | 2 | -6 | -11 | -1.6 | -1 |
| Cc1cccc(C)c1NC(=O)CN1N=NC2C(=O)N(c3cccc(Cl)c3)C(=O)C21 (stereo not given) | -1 | 0 | -0.2 | -3 | 5 | -5 | 6 | 0.9 | -1 |
| Cc1ccc(N=c2c([N+](=O)[O-])nn(-c3ccc4c(c3)OCCO4)n2O)cc1F | -7 | 0 | -0.1 | 2 | 0 | 4 | 10 | -1.1 | 1 |
| COc1ccccc1CNC(=O)C1CSC2(C)CCC(=O)N12 (stereo not given) | 1 | x | 0.2 | 2 | x | 3 | x | -1.7 | -1 |
| CCOC(=O)N1CCC(N2CCN(S(=O)(=O)c3ccc(C)cc3)CC2)CC1 | 4 | -9 | 1.1 | 5 | -4 | 17 | 2 | -1.6 | 3 |
| Cc1ccc(S(=O)(=O)Nc2ccc3c(c2)n(C)c(=O)n3C)cc1 | 0 | -2 | 0.1 | 1 | 3 | 12 | -3 | 2.1 | -3 |
| O=C(NCC1CCCO1)C1CCN(S(=O)(=O)Cc2ccccc2)CC1 (stereo not given) | 8 | 1 | 0.0 | -23 | -4 | -2 | 4 | 2.6 | 0 |
| Cc1ccc2c(c1)nnn2C1CCN(CC(=O)Nc2ccc3c(c2)OCCO3)CC1 | 6 | 3 | 0.0 | 10 | 3 | 7 | 3 | -2.7 | 0 |
| CCCc1cc(=O)oc2cc(OCC(=O)N(C)C)c(Cl)cc12 | -1 | 0 | 0.0 | -3 | -3 | -1 | -1 | -1.5 | 3 |
| O=C1C2C3C=CC(C4CC34)C2C(=O)N1/N=C/c1ccc([N+](=O)[O-])o1 (stereo not given) | 0 | 3 | 0.2 | 2 | -7 | -2 | 3 | 1.9 | 0 |
| COc1ccccc1NCC(=O)c1ccc(C)c(C)c1 | 5 | -4 | 0.1 | 2 | -1 | 0 | 7 | 1.6 | 5 |
| C=C(C)c1ccc(C(C)(C)NC(=O)N(Cc2ccccc2)Cc2ccco2)cc1 | 3 | 2 | 0.2 | 4 | -5 | 4 | 8 | 1.8 | 1 |
| CCOc1cccc(/C(O)=C2/C(=O)C(=O)N(CCOC)C2c2ccco2)c1 (stereo not given) | -1 | 0 | 0.0 | 13 | -5 | 0 | 7 | -1.9 | 1 |
| Oc1ccc(/C=N/Nc2nc(N3CCCCCC3)nc(N3CCCCCC3)n2)c(O)c1 | -10 | 8 | 0.0 | 4 | -2 | 0 | 7 | 4.6 | 0 |
| CCCCn1c(SCC(=O)Nc2cc(C)on2)nc2ccsc2c1=O | 0 | -10 | 0.2 | 120 | -5 | 12 | 5 | 3.1 | -2 |
| Cc1cc(NC(=O)CSc2nc3cc(C)c(C)cc3cc2C)no1 | 2 | 1 | 0.2 | 4 | 1 | -2 | -1 | -0.2 | 0 |
| CN(C)S(=O)(=O)c1ccc(NC(=O)c2cc(-c3cccs3)nc3ccccc23)cc1 | -49 | 1 | -0.6 | -4 | 1 | -5 | -28 | 3.1 | 7 |
| CCOC(=O)c1c2ccccc2[n+]([O-])n1CCO | 1 | -7 | 0.0 | 10 | 0 | 10 | -24 | 1.0 | -3 |
| O=C(Cc1cccc2ccccc12)N1CCN(c2ncccn2)CC1 | 6 | 2 | 0.0 | -26 | 0 | 7 | 2 | 1.5 | -3 |
| O=C(CCC(=O)c1ccc(Oc2ccccc2)cc1)Nc1cccc(Cl)c1Cl | -7 | 1 | 0.0 | -2 | -2 | -2 | 4 | 1.3 | -2 |
| C/C(=N/Nc1nc(-c2ccc(Cl)cc2)cs1)c1cccs1 | -1 | -6 | -0.2 | -14 | 2 | 6 | 0 | 3.9 | -15 |
| CCCCOc1ccc(CSCCN)cc1Cl | 3 | -6 | 0.0 | -12 | -3 | -96 | -2 | -1.9 | -4 |
| CCn1c(SCC(=O)Nc2nc(C)cs2)nnc1-c1ccoc1C | 1 | -2 | 0.1 | 5 | -1 | 1 | 1 | 3.1 | -2 |
| C(=N\n1cnnc1)/c1cccc2ccccc12 | 3 | -6 | 0.1 | -5 | 3 | 0 | 2 | 0.6 | -3 |
| Cc1ccc(OCC(=O)NS(=O)(=O)c2ccccc2)cc1 | -2 | 0 | -0.1 | u | 6 | -6 | -2 | -0.6 | -3 |
| COc1ccc(C(=O)N[C@H](C(=O)Nc2sccc2C(N)=O)C(C)C)cc1 | -1 | -2 | 0.1 | -10 | -1 | 12 | -9 | 3.7 | -2 |
| O=C(NCCN1CCCC1)C1COc2ccccc2O1 (stereo not given) | 0 | 1 | 0.1 | 22 | -5 | 4 | -4 | 4.0 | -4 |
| COc1ccc(S(=O)(=O)N2CCN(CCC(=O)Nc3ccccc3F)CC2)cc1 | -5 | -2 | -0.1 | -7 | -4 | -5 | 0 | 3.3 | 4 |
| O=[N+]([O-])c1cc(C(F)(F)F)cc([N+](=O)[O-])c1NCCNC(=S)Nc1ccc(Cl)c(Cl)c1 | -39 | 3 | -0.2 | 2 | -1 | 17 | 2 | 2.7 | 7 |
| Cc1ccc(CNCc2cc3c(C(C)(C)C)nn(-c4ccccc4)c3[nH]c2=O)cc1 | 1 | 4 | -0.1 | 6 | -1 | 13 | -2 | 0.4 | 8 |
| C(=N/N1CCN(c2ccccc2)CC1)/c1cccs1 | 2 | 3 | 0.0 | -2 | -1 | 18 | -1 | -0.6 | -3 |
| O=C(O)c1ccc(NS(=O)(=O)c2cc(Cl)ccc2Cl)cc1 | -3 | -2 | 0.1 | 7 | 2 | -4 | -2 | 0.2 | -1 |
| CCN(CC(=O)Nc1ccccc1OC)C(=O)c1cc(-c2ccccc2)nn1-c1ccccc1 | -1 | 4 | -0.1 | -7 | -5 | 1 | 9 | 1.7 | 3 |
| COc1ccc(NC(=O)C2CC2)cc1-n1cnnn1 | 5 | -3 | 0.1 | 2 | -4 | -3 | 5 | -0.9 | 1 |
| Cc1ccc(N=C2c3ccccc3C(=O)C2[N+](=O)[O-])cc1C (stereo not given) | 3 | 2 | 0.1 | -5 | 4 | -3 | 0 | -3.3 | -6 |
| CC(C)(C)n1nc(-c2ccc(F)cc2)c2c(N)ncnc21 | 3 | -4 | -0.4 | 6 | -3 | -4 | 6 | 4.4 | 0 |
| O=S(=O)(NCCC1CC1(Cl)Cl)c1ccccc1 (stereo not given) | -6 | 0 | -0.1 | -14 | 0 | -4 | -4 | 1.3 | -4 |
| Cc1onc(C(=O)NC(C)c2ccccc2)c1[N+](=O)[O-] (stereo not given) | -2 | 0 | -0.1 | 17 | -2 | -7 | 2 | -0.9 | -2 |
| CCc1ccc2ncc(C(=O)c3ccccc3)c(N3CCOCC3)c2c1 | 6 | 4 | -0.1 | 5 | -1 | -4 | 2 | 1.5 | -3 |
| CCOC(=O)N1CCC(NC(=O)c2cc(C(=O)Nc3ccc(S(=O)(=O)N4CCOCC4)cc3)ccc2CO)CC1 | -9 | 7 | -0.1 | 0 | 0 | 0 | -6 | 0.7 | -1 |
| COC(CNC(=O)C1CCC(CNS(=O)(=O)c2c(C)cc(C)cc2C)CC1)OC (stereo not given) | 6 | 2 | 0.1 | 4 | -2 | 7 | -5 | 1.3 | 0 |
| CCCOC(=O)C1=C(C)NC2=C(C(=O)C(C(=O)OC)C(C)C2)C1c1ccc(N(CC)CC)cc1 (stereo not given) | 5 | 20* | 0.4 | 23 | -2 | 13 | 3 | 5.7 | -1 |
| CC(C)(C)c1ccc(-c2cc(C(=O)NNC(=O)Nc3ccccc3)c3ccccc3n2)cc1 | -96 | 2 | 0.2 | 0 | 0 | 8 | 15 | 4.3 | 8 |
| COc1cc(/C=C/C(=O)OCC(=O)NC(=O)NC2CCCCC2C)ccc1OC(F)F (stereo not given) | -10 | x | -0.1 | x | x | 11 | x | 7.2 | 5 |
